HIF-2a block = inhibitors of HIF-2a. 786-0 RCC cells HIF-2a reporter, luciferase luminescence, overnight. inhibition, % at 18.8 µM. 360,000 compounds, 0.72% hits. AID 624352;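 active means inhibition of the luminescence signal of 40% or more relative to plate controls, in a single-dose primary screen at 18.75 µM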
CF NFkB block = blocks PAF-induced NF-kB reporter in cystic fibrosis cells; KKLEB NF-kB-GFP reporter, GFP fluorescence overnight; inhibition, % at 5 µM; 360,000 compounds, 0.86% hits; AID 588850;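 active means at least 50% inhibition at 5 µM, scaled per plate between neutral and stimulator controls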;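 further: PAF is a Pseudomonas aeruginosa culture filtrate used as stimulus; plate controls were PAF-stimulated DMSO wells for no effect and unstimulated DMSO wells for full effect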
CaV13 ICDI inh = Disruptors of the CACNA1D IQ motif to Ca2+-dependent inactivation inhibitor domain association, primary screening, Förster resonance energy transfer in intact living …; HEK cells, CFP/YFP FRET ICDI-IQ, plate reader, 10 min; percent FRET-ratio fall versus neutral wells; inhibition, % at 12.3 µM; 340,000 compounds, 0.098% hits; AID 743397;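 active means mean replicate inhibition of at least 30% and at least 1% of replicates passing that level; inconclusive means only one of the two criteria is met; inactive means neither criterion is met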;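 further: 0% = median of the neutral control wells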
NR2E3 ag-1 = agonists of human NR2E3 nuclear receptor; Q9Y5X4; CHO-S Gal4-NCOR/VP16-NR2E3 two-hybrid, luciferase; inhibition of corepressor binding, % at 3.98 µM; 360,000 compounds, 0.35% hits; AID 602229;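 active means inhibition above the mean of all tested compounds plus 3 SD, cut at about 70% in these data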;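 further: 0% = DMSO with NR2E3 transfected cells and 100% = cells lacking NR2E3 construct; higher means lower luciferase signal from less NR2E3 corepressor binding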
Target sequence (Q9Y5X4 whole entry, looked up, the tested form may be a part): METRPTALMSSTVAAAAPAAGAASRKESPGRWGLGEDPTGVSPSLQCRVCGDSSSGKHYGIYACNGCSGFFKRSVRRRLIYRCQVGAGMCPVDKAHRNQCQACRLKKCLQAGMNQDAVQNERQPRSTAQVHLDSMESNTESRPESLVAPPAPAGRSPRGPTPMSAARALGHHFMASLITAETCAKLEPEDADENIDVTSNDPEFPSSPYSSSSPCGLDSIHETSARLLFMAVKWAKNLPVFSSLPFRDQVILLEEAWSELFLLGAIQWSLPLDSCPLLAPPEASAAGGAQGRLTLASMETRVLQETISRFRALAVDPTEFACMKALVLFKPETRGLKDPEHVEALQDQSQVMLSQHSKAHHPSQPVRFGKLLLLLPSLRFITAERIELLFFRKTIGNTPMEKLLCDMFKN
Shn3 inh set2 = inhibitors of Schnurri-3 3'UTR reporter in osteoblasts; Clone20 osteoblast Shn3 3'UTR firefly luciferase, 24 h; inhibition, % at 12.5 µM; AID 588674; 360,000 compounds, 0.52% hits;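 active means mean inhibition of at least 75% with every replicate also reaching 75%; inconclusive means mean inhibition at least 75% but some replicate below; inactive means mean inhibition below 75%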;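 further: 0% = median of neutral control wells and 100% = pilot-screen positive control compound; some compounds past the cut are filed as inactive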
Vif inh = HIV Vif inhibition. HEK293T cells, Vif self-association by quenched fluorescence, imaging, 24 h. 340,000 compounds, 0.35% hits. inhibition, % at 7.49 µM; in the data active means inhibition above about 50%, passing the limit was not always enough; inconclusive means no clear call, values can overlap the other calls; inactive means below about 31%; further: some results filed as inactive read as strong as hits
TRPM1 prom inh = reduces MITF-dependent TRPM1 promoter luciferase signal. inhibition, % at 12.5 µM. 330,000 compounds, 0.83% hits. SK-MEL-5 TRPM1 promoter luciferase, 24 h;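 active means mean inhibition across replicates of 60% or more, whatever share of single replicates reaches that level; inconclusive means some that reach 60%, reason not given; inactive means mean inhibition across replicates below 60%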; further: values of inactives mirror those of a sister screen read the other way
KKLEB tox = counter-screen for CF NF-kB inhibitors: cytotoxicity; KKLEB CF airway cells viability, ATPlite luminescence, overnight; stronger effect = lower value; cells stimulated with P. aeruginosa culture filtrate; activity change (cytotoxicity), % at 5 µM; 360,000 compounds, 0.36% hits;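 active means corrected activity change at or below -50% at 5 µM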
PDI inh = blocks human protein disulfide isomerase activity. P07237. PDI insulin aggregation turbidity, A650, 90 min. inhibition, % at 10 µM. 350,000 compounds, 0.052% hits;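 active means mean inhibition across replicates of 30% or more, whatever share of single replicates reach that level; inconclusive means mean inhibition below 30% while every single replicate reaches 30%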;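 further: absorbance from insulin aggregation driven by PDI reduction with DTT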
Target sequence (P07237 whole entry, looked up): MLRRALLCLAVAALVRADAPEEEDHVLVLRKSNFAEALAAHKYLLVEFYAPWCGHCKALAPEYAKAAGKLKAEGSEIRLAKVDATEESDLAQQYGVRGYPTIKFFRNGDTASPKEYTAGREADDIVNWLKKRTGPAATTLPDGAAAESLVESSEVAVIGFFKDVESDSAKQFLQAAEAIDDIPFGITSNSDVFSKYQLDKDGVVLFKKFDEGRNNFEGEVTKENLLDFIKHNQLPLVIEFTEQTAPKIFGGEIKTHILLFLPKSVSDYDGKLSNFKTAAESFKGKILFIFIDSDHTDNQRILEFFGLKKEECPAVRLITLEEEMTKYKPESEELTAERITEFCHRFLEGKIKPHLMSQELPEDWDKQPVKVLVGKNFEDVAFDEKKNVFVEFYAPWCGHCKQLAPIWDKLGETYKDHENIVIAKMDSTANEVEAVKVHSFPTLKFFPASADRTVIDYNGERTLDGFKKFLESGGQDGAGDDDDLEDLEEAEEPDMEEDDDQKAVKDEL
Peg3 prom inh = Peg3 promoter activity inhibition; HeLa PEG-Prom luciferase reporter, luminescence, overnight; inhibition, % at 20 µM; 360,000 compounds, 1.7% hits;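 active means inhibition of at least 50% at 20 µM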
NR2E3 ag-2 = agonists of human nuclear receptor NR2E3; GST-NR2E3/biotin-RetCOR TR-FRET, 1536-well; inhibition of corepressor binding, % at 4.78 µM; 320,000 compounds, 0.12% hits; AID 2300;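 active means percent inhibition above the cutoff of mean plus 3 SD of all tested compounds, set per screening campaign, cut at about 20% in these data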;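 further: 0% = DMSO wells and 100% = biotin wells as full block of FRET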
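Format: 1536-well format; test system: GST-NR2E3 and biotin-RetCOR proteins; read-out basis: percent inhibition of TR-FRET ratio; timing: 5 h incubation at 4 °C; detection: time-resolved FRET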
Active calls of the source: *; u = inconclusive; x = no result given.

SMILES	HIF-2a block	CF NFkB block	CaV13 ICDI inh	NR2E3 ag-1	Shn3 inh set2	Vif inh	TRPM1 prom inh	KKLEB tox	PDI inh	Peg3 prom inh	NR2E3 ag-2
COc1ccc(OC)c(N)c1	9	11	-4	-30	11	-5	13	0	-8	5	-3
Cc1ccc(-c2nnc(N3CCCCCC3)c3ccccc23)cc1	-118	8	-3	-24	39	-5	-39	6	-2	-1	1
CC(C)(C)[C@@H]1C=C(C(=O)NCc2ccccc2)O[C@H](OCc2ccc(CO)cc2)C1	7	-6	-9	11	-4	-2	8	4	-5	0	6
Cc1ccc(C(=O)NCCc2nc3ccccc3[nH]2)cc1[N+](=O)[O-]	22	-6	-5	4	13	x	-7	-9	1	30	-1
COc1ccccc1N1CCN(S(=O)(=O)CCNC(=O)CCCc2ccccc2)CC1	-89	-11	-16	3	2	-4	-4	18	-19	-48	1
CCOc1ccccc1C(=O)OCC(=O)NCC1CCCO1 (stereo not drawn)	8	-15	-2	5	-4	5	1	15	-4	2	4
CC(=O)c1cc(-c2ccccc2)n(CCC(=O)NC2CCC(C)CC2)c1C (stereo not drawn)	11	8	-5	-20	12	-4	15	6	-17	14	-1
CN(c1cccc(Cl)c1)S(=O)(=O)c1cccc(C(=O)NC2=NCCS2)c1	18	6	x	-18	12	-8	15	-2	3	16	1
CC(NC(=O)c1cc(S(=O)(=O)N(C)C)ccc1N1CCCC1)C1CC2CCC1C2 (stereo not drawn)	21	-2	-2	-23	-4	-2	7	6	3	9	-2
COc1cccc(CN(CC(=O)NC2CCCC2)C(=O)CCC(=O)Nc2cc(C)on2)c1	11	-2	x	-15	-10	1	-1	6	-3	-4	-1
CC(=O)Nc1ccc(C(=O)OCc2ccc(F)cc2)cc1	-61	0	-7	-20	-16	-5	-11	-1	-1	-30	-3
CN(C)C(=O)C12CCC(C)(c3nc4ccccc4nc31)C2(C)C (stereo not drawn)	18	15	-9	7	1	3	-11	-7	4	11	0
C[C@@H]1CN([C@@H](C)CO)C(=O)c2cc(C3=CCCCC3)cnc2O[C@H]1CN(C)C(=O)Nc1cccc(F)c1	8	-6	-9	-24	-3	12	x	10	-2	-10	x
CCCNS(=O)(=O)c1ccc(CCC(=O)Nc2cc(Cl)ccc2Oc2ccccc2)cc1	19	-2	x	9	43	-25	9	-7	-2	41	x
CCOc1cc(N2CCOCC2)c(OCC)cc1NC(=O)C1CCCC1	21	6	-3	-16	-29	3	14	2	7	7	0

Structures shown so far containing an aryl methoxy group (3):
SMILES	HIF-2a block	CF NFkB block	CaV13 ICDI inh	NR2E3 ag-1	Shn3 inh set2	Vif inh	TRPM1 prom inh	KKLEB tox	PDI inh	Peg3 prom inh	NR2E3 ag-2
COc1ccc(OC)c(N)c1	9	11	-4	-30	11	-5	13	0	-8	5	-3
COc1ccccc1N1CCN(S(=O)(=O)CCNC(=O)CCCc2ccccc2)CC1	-89	-11	-16	3	2	-4	-4	18	-19	-48	1
COc1cccc(CN(CC(=O)NC2CCCC2)C(=O)CCC(=O)Nc2cc(C)on2)c1	11	-2	x	-15	-10	1	-1	6	-3	-4	-1

Next part
SMILES	HIF-2a block	CF NFkB block	CaV13 ICDI inh	NR2E3 ag-1	Shn3 inh set2	Vif inh	TRPM1 prom inh	KKLEB tox	PDI inh	Peg3 prom inh	NR2E3 ag-2
CCOc1cc(C)c(C(C)C)cc1S(=O)(=O)n1cnc(C)c1	4	8	-5	-50	9	-2	1	-3	3	29	-1
O=C1CSC(c2ccncc2)N1Cc1ccco1 (stereo not drawn)	9	6	-9	-1	1	3	16	9	6	0	1
CC(=O)c1sc(NC(=O)Cc2c(F)cccc2Cl)nc1C	-30	19	-7	12	-16	2	10	-9	5	-17	3
COc1ccc(CCNC(=O)COc2nsnc2N2CCOCC2)cc1OC	13	0	-6	-7	0	0	-7	14	0	-6	-4
O=c1cc(-c2ccccc2)c2c([nH]1)CCCC2	-7	-6	-8	5	-1	0	16	-5	3	-2	x
Cc1cccc(C)c1NC(=O)CN(C1CCCCC1)S(C)(=O)=O	25	0	-1	3	9	-5	6	7	-34	17	1
NC(=O)c1c(NC(=O)COC(=O)c2ccc(O)c(Cl)c2)sc2c1CCCC2	-19	4	-12	-11	-24	-14	2	49	0	-8	x
CCN(CCn1cccn1)C(=O)CC1C(=O)NCCN1Cc1cc(OC)cc(OC)c1 (stereo not drawn)	4	-7	-1	11	-1	2	-4	4	3	-10	-6
CC(C)Cc1nc2ccc(N)cc2[nH]1	1	-3	-4	2	18	-8	-4	1	6	0	-3
CC(=O)Nc1cccc(-c2ccnc3c2CC(C)(C(=O)NCc2cccc(Cl)c2)O3)c1 (stereo not drawn)	16	-27	-5	-37	26	-7	x	14	-4	21	x
Fc1ccc(CSc2ncnc3c2ncn3C2CCCCO2)cc1 (stereo not drawn)	-205	15	-15	-27	-27	-3	-76	-17	5	-252	x
O=C/C=C/c1c(-c2ccccc2)cc2oc3ccccc3cc1-2	-30	-20	-22	-20	69	-4	-5	14	3	-76	2
CC(C)CCNC(=O)c1ccc2c(c1)N(C)C(=O)c1ccccc1S2	-2	-4	-3	17	24	1	-13	6	-5	12	2
CS(=O)(=O)NCCCNc1c(Cl)cccc1[N+](=O)[O-]	10	-18	-5	-1	-9	4	4	1	3	-1	-5
Cc1cc(=O)[nH]c(NCc2ccc(Cl)cc2)n1	16	7	0	-20	12	u	13	-9	6	4	-3
Cc1cccc(C)c1NC(=O)CSc1nnnn1C	0	-7	x	18	-1	3	5	-9	-4	3	-3
O=C(O)c1ccccc1S(=O)(=O)Cc1ccccc1	-11	14	-9	19	-12	x	-4	-6	0	5	1
O=c1cc(-c2ccc(O)c(O)c2)oc2ccc3ccccc3c12	6	-92	-8	-2	78	13	88*	-32	4	20	x
COc1ccc2sc(-c3ccc(N(C)C)cc3)c(C#CCCO)c2c1	-59	-3	-9	7	1	0	-27	6	9	-24	4
Cc1cc(-c2cc(N)n(-c3ccccc3)n2)c(C)n1C1CCCC1	-104	-7	-8	-5	-41	-1	-54	0	-10	-184	7
O=C(Nc1ccnn1C1CCN(CCCC2CCCC2)CC1)c1ccccc1	8	4	-7	-39	-1	2	-8	-3	6	19	1
COC(=O)c1sc(C(F)(F)F)c(-c2ccccc2)c1S(=O)(=O)N(C)C	14	2	-18	x	11	2	-3	9	-2	7	2
Cc1cc(C(=O)COC(=O)c2n[nH]c(=O)c3ccccc23)c(C)n1C(C)C	-135	14	-2	-24	-93	-3	-44	4	19	-153	2
O=C(CSc1nc(=O)n(CCCN2CCOCC2)c2c1CCCC2)Nc1cccc(F)c1	-4	-30	-6	-19	-4	-4	-7	5	-10	-8	-1
Nc1ncnc2c1ncn2C1OC(CO)C2OC21 (stereo not drawn)	-8	4	-10	-5	-14	-5	x	-7	x	-4	x
COc1ccc(Cc2nnc(SCC(=O)Nc3ccc(C)c(Cl)c3)[nH]c2=O)cc1	13	4	-16	-7	-6	-8	-4	-6	2	9	2
COc1ccc(S(=O)(=O)Cc2ccc(C(=O)NC3CCCCCC3)o2)cc1	-4	-17	-14	-13	7	-2	1	6	7	-3	-2
COC(=O)C[C@H]1c2cc(C(F)(F)F)ccc2S(=O)(=O)N1Cc1ccc(OC)cc1	-4	1	-10	-17	-32	2	-3	1	-7	2	2
O=C(O)C(Cc1c[nH]c2ccccc12)NS(=O)(=O)c1ccccc1 (stereo not drawn)	15	2	-14	8	4	3	6	-2	-13	11	-3
Cc1cc(C)c(S(=O)(=O)N2CCN(C3CC(=O)N(c4ccccc4Cl)C3=O)CC2)c(C)c1 (stereo not drawn)	17	16	-5	-22	-7	-1	9	-10	8	3	x
COc1cc(/C=C/C(=O)OCC(=O)NCCc2ccc(F)cc2)ccc1OC(F)F	8	6	-9	18	5	-13	-3	14	-4	-9	x
COc1ccc(F)cc1C(=O)C1CCCN(Cc2cnc(N3CCCC3)s2)C1 (stereo not drawn)	14	-10	-2	8	0	-6	3	6	9	12	-2
O=C(c1nn(-c2ccccc2)c(=O)c2ccccc12)N1CCN(c2ccccn2)CC1	-3	-8	-6	4	24	5	-7	10	0	16	-1
Cc1ccc2cc(CCNC(=O)C3CCCCC3)c(=O)[nH]c2c1C	3	-18	-6	-4	5	12	-9	-1	-11	1	1
CC(C)n1cc(C#N)c(N)n1	11	9	-5	0	4	4	7	4	1	-3	x
CCOc1cc(C2C(C(C)=O)=C(O)C(=O)N2CCc2c[nH]c3ccccc23)ccc1O (stereo not drawn)	10	3	-1	-1	-5	-2	3	-4	27	10	5
CCOC(=O)C1CCCN(Cc2ccccc2F)C1 (stereo not drawn)	-4	-14	-9	7	9	x	3	1	-11	7	4
COc1cc(C(=O)OCC(=O)N2CCCC2)cc(OC)c1OC	12	2	-5	-25	16	-3	8	4	15	-3	5
O=C(CSc1nnc(SCc2ccc(Cl)cc2)s1)N/N=C/c1ccccc1Cl	-155	8	-5	-23	-32	2	-41	-4	-12	-132	-5
COc1ccccc1N(C)S(=O)(=O)c1ccc(C(=O)NC2CCCCC2)cc1	17	2	-5	-1	0	-23	17	-3	1	14	-1
CCOc1ccccc1NC(=O)C1CCN(c2nc(-c3ccc(OC)cc3)no2)CC1	-6	1	-6	-22	-54	8	5	-5	x	-23	0
COc1ccc2[nH]c(=O)c(CN(Cc3ccco3)C(c3nnnn3Cc3ccccc3)C(C)C)cc2c1 (stereo not drawn)	9	0	-5	-6	-28	5	-6	8	-4	14	3
CN(CC(=O)Nc1ccc(F)cc1)C(=O)COC(=O)CCN1C(=O)C2CC=CCC2C1=O (stereo not drawn)	11	-16	-2	-13	-21	8	2	6	-3	1	0
CCOc1ccccc1N1CCN(C(=O)c2ccc3[nH]c(C)c(C)c3c2)CC1	-2	33	-7	-57	16	-3	11	-15	2	22	0
CC(C)CCNC(=O)c1cccnc1Sc1ccccc1	10	-14	-7	-7	-14	1	-5	-10	4	3	0
CCCc1nn2c(=O)cc(CSCC(=O)Nc3ccccc3)nc2s1	10	24	-15	2	-32	4	2	-2	0	-6	2
COc1ccc2c(c1)CCc1c(C(=O)Nc3ccc(OC)c(OC)c3)noc1-2	-16	0	-4	-12	19	0	-17	9	-1	-14	2
COc1ccc(NC(C)=O)cc1S(=O)(=O)N1CCc2ccccc21	5	-27	-7	5	-3	10	-13	-2	1	1	6
Cc1cc(C)c2oc(-c3cccc(N)c3)nc2c1	-206	-5	-61	-61	-132	-12	-53	-6	3	-210	-2
CCCn1nnnc1SCC(=O)c1ccc2c(c1)OCCO2	-133	5	x	-62	-30	x	-22	-5	-6	-97	0
CC1([N+](=O)[O-])COC2(OC1)C(=O)Nc1ccccc12 (stereo not drawn)	12	3	-2	-8	4	-7	-25	-3	-1	-3	-1

Source: PubChem BioAssay
